# High-throughput results deposited in PubChem by National Center for Advancing Translational Sciences (NCATS).
# p53 reactivator: mutant p53 re-activation in reporter cells; H1299 p53-A138V BP100-luciferase reporter, luminescence, 24 h; Potency, µM (highest dose often 92.2 µM), for inactives: top-dose activity change, positive = activation, most hits filed as activators; 320,000 tested, 0.063% active; further: % of control where 0% means no effect; nearly all actives have a fitted effect of over 45% in size
#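 H1299 (p53-null), stable ts p53-A138V + BP100-Luc; 1000 cells/well, Opti-MEM/10% FBS; cpd 4 pt, 1:5; 24 h, 37 deg C, 5% CO2; detection reagent 10 min RT; luminescence.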
# MBNL1-CUG inh: inhibitors of human MBNL1 binding to CUG repeat RNA; Q9NR56; TR-FRET MBNL1-His/biotin-(CUG)12 binding, 665/545 ratio; Potency, µM (top dose mostly 57.5 µM), inactives show at the top dose activity change, negative = inhibition, hits mostly inhibitors; 280,000 tested, 0.036% active; AID 2675; active means well fitted inhibition curve with a large enough effect in the signal ratio, with a control signal flat, not every such curve was filed as active; inconclusive means small, poorly fitted or top-dose-only effect, or effect the other way, or a change in a side signal; inactive means no such curve, though single readings can be large or run the other way; the % refers to the signal ratio; further: on the % scale 0 is the no-effect control and ±100 the full control effect
# Target sequence (Q9NR56 whole entry, looked up): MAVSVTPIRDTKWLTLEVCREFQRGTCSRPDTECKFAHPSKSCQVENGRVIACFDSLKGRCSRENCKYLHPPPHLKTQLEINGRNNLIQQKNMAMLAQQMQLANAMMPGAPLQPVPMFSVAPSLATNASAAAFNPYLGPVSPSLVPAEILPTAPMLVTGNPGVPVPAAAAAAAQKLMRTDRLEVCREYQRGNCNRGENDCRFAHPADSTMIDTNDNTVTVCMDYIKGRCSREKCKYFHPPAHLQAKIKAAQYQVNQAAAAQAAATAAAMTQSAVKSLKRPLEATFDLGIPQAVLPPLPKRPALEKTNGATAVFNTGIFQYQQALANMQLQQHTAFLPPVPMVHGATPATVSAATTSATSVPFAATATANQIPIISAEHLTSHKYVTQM
#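 Compound titration spanned 92 nM–58 uM against the MBNL1-His/biotin-(CUG)12 complex. After 60 min at room temperature with 5 nM streptavidin-XL665 and 0.055 ng/ul terbium anti-His, ratiometric 665/545 nm emission (Ex 340 nm) normalized to controls.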
# NPC1 promoter act: NPC1 promoter activation; 320,000 tested, 2.4% active; Huh7 NPC1 promoter luciferase reporter, 24 h; Potency, µM (highest dose often 9.22 µM), without a hit: at the top dose activation, hits mostly activators;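 further: % of control where 0% means no effect; nearly all actives have a fitted effect of over 60% in size; reporter is driven by a mutant NPC1 promoter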
#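 Quantitative HTS used a cell-based reporter: Huh7 cells stably bearing the NPC1 promoter upstream of luciferase were treated with compounds for 24 h, and promoter activation was read as luminescence.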
# FLuc modulator: inhibits or activates purified firefly luciferase, miR-21 counter-screen | P08659 | purified FLuc, Km substrates, luminescence inhibition | Potency, µM (series often up to 57.5 µM), without a hit: at the top dose activity change, negative = inhibition, usual class: inhibitors | 360,000 tested, 6.9% active | AID 588342;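 further: plate controls were vehicle for no effect and reference inhibitor for full effect; nearly all actives have a fitted effect of over 55% in size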
# Target sequence (P08659 whole entry, looked up): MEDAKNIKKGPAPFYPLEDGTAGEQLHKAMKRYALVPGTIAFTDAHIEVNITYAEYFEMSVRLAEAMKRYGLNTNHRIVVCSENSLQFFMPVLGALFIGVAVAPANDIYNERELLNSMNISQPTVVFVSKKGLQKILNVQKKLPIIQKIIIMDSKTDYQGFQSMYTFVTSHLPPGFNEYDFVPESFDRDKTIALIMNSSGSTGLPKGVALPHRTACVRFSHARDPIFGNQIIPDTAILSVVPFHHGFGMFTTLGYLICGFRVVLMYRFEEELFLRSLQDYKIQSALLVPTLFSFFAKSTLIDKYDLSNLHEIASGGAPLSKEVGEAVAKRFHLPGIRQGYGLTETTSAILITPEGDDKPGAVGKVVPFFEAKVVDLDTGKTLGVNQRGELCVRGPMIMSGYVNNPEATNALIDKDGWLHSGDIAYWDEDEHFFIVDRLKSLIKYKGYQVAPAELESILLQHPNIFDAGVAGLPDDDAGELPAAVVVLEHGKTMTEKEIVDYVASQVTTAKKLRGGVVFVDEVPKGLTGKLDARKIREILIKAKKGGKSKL
#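 Biochemical qHTS of compounds, final roughly 60 µM downward over six points, against 10 nM purified firefly luciferase using Km concentrations of substrates (10 uM D-luciferin, 10 uM ATP) in Tris acetate pH 7.5 buffer; luminescence output.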
# Gal4-VP16 FLuc: counter-screen for ROR gamma inhibitors: Gal4-VP16 reporter | Drosophila S2 Gal4-VP16 UAS-luciferase, luminescence, 20 h | Potency, µM (highest dose often 53.6 µM), inactives show top-dose activity, negative = inhibition, actives largely listed as inhibitors | 310,000 tested, 3.5% active | AID 2546;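 further: Gal4-VP16 expression switched on by copper sulfate through the metallothionein promoter; on the % scale 0 is the no-effect control and ±100 the full control effect; nearly all actives have a fitted effect of over 50% in size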
# CXXC DNA block: MLL CXXC-DNA interaction inhibition; MLL-CXXC / FITC-HOXA9 DNA fluorescence polarization; Q03164; 290,000 tested, 0.037% active; Potency, µM (doses to about 115 µM), inactives show top-dose activity change, negative = inhibition, usual class: inhibitors; active means well fitted inhibition curve with a large enough effect in the polarisation, with a control signal flat, not every such curve was filed as active; inconclusive means small, poorly fitted or top-dose-only effect, or effect the other way, or a change in a side signal; inactive means no such curve, though single readings can be large or run the other way; the % refers to the polarisation
#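 Purified MLL-CXXC (added from a 7 uM solution) was preincubated 5 min at ambient with pinned compounds in 50 mM Tris-HCl pH 7.5, 50 mM NaCl, 1 mM DTT, 0.05% BSA. Fluorescein-labeled HOX-A9 DNA (50 nM solution) followed, 30 min, then polarization read.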
# BRCA1 expr act: increases BRCA1 expression. MCF7-BRCA1-FFLuc reporter, luminescence, 48 h; response scale: scaled: vehicle 0%, 10 µM genistein 100%. Potency, µM (highest dose often 46.1 µM), inactives show at the highest dose activation, usual class: activators. 380,000 tested, 1.1% active. AID 624202; further: nearly all actives have a fitted effect of over 80% in size; some results filed as inactive show a strong effect at the top dose
#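 Luminescence from a BRCA1-driven firefly luciferase in MCF7 cells was the read-out, taken 15 min after substrate addition following 48 h compound exposure at 37 °C. Data were normalized to a 10 microM genistein control and DMSO vehicle.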
# ELG1 genotoxic: inducers of genotoxicity in HEK293T ELG1-luciferase cells | HEK293T ELG1-luciferase reporter, luminescence, 16 h | Potency, µM (top dose mostly 46 µM), inactives show at the top dose activity change, positive = activation, hits mostly activators | AID 504466 | 330,000 tested, 1.3% active; further: % of control where 0% means no effect; nearly all actives have a fitted effect of over 60% in size
#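 Step 1: seed 2,000 HEK293T ELG1-luciferase cells per well. Step 2: add compound or DMSO, incubate 16 hr at 37 °C. Step 3: ONE-Glo, 30 min at room temperature, read luminescence.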
# Rab9 promoter act: activates the Rab9 promoter; Potency, µM (series often up to 9.22 µM), for inactives: at the highest dose activation, negative = inhibition, usual class: activators; Huh7 Rab9 promoter-luciferase reporter, luminescence, 24 h; 320,000 tested, 2.8% active; further: % of control where 0% means no effect; nearly all actives have a fitted effect of over 60% in size
#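 Huh7 cells stably carrying Rab9 promoter–luciferase reporter, plated 1500 cells/well, compound added after 2 h and incubated 24 h at 37 °C; luciferase luminescence then read after 10 min with detection reagent.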
# uPA surface inh: inhibitors of cell surface uPA generation | cell surface uPA generation assay, qHTS | Potency, µM (series often up to 38.3 µM), without a hit: at the top dose activity change, negative = inhibition, actives largely listed as inhibitors | 330,000 tested, 0.31% active | AID 540303; active means well fitted inhibition curve with a large enough effect; inconclusive means small, poorly fitted or top-dose-only effect; inactive means no such curve, though single readings can be large or run the other way; tested in mouse RAW 264.7 cells; further: on the % scale 0 is the no-effect control and ±100 the full control effect; nearly all actives have a fitted effect of over 55% in size
# RORgamma inh: inhibitors of mouse ROR gamma transcriptional activity; Drosophila S2 Gal4-RORgamma UAS-luciferase reporter, 20 h; Potency, µM (doses to about 53.6 µM), for inactives: at the top dose activity change, negative = inhibition, hits mostly inhibitors; 310,000 tested, 5.4% active; further: on the % scale 0 is the no-effect control and ±100 the full control effect; nearly all actives have a fitted effect of over 60% in size
#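 Using a luciferase readout, inhibitors were identified by reduced reporter activity in Drosophila cells coexpressing a copper-inducible Gal4–ROR gamma fusion and UAS-driven Photinus luciferase, incubated 20 hr after 700 uM copper sulfate.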
# * = called active by the depositor; ? = inconclusive; / = not tested or not shown; & = joins results of further samples; [ ] = another dose, or the depositor's remark. Unless noted, the call rests on the fitted dose curve; in most records, active means well fitted curve in the direction sought with a large enough effect; inconclusive means small, poorly fitted or top-dose-only effect, or another doubt; inactive means no such curve, though single readings can be large; an effect the other way counts as inactive or inconclusive. Potency means the concentration at half of the fitted maximal effect. Some of the compounds tested (hit frequency here may not be typical).
SMILES,p53 reactivator,MBNL1-CUG inh,NPC1 promoter act,FLuc modulator,Gal4-VP16 FLuc,CXXC DNA block,BRCA1 expr act,ELG1 genotoxic,Rab9 promoter act,uPA surface inh,RORgamma inh
CCn1c(SC(C)C(=O)OC)nnc1-c1c[nH]c2ccccc12 (configuration not stated),7.2%,-8.9%,-1.2%,-1.4%,-8.1%,-7.9%,-1.1%,0.1%,-9.9%,2.9%,-0.2%
CC(=O)Nc1ccc(NC(=O)C2CCCN(c3nnc(-n4cccc4)s3)C2)cc1 (configuration not stated),-7.8%,-8.4%,1.3%,?,-11.0%,10.0%,2.2%,1.9%,7.6%,-2.7%,-29.8%
O=C(CNC(=O)C1CCCCC1)NNC(=O)c1ccccc1Br,11.1%,-1.5%,-4.3%,3.9%,-2.1%,19.5%,18.7%,5.2%,2.1%,-5.4%,-16.6%
Cc1ccc(C2=NN(S(C)(=O)=O)C(c3cccs3)C2)cc1 (configuration not stated),10.1%,0.4%,1.78µM*,19µM*,?,0.2%,?,?,3.55µM*,-7.5%,27.2%
COC(=O)C1=C(O)/C(=C\c2ccc(CNC(=O)C(=O)Nc3ccc(C)cc3)o2)N=C1C,1.0%,11.0%,0.5%,6.75µM*,-6.6%,6.3%,17.4%,8.5%,0.1%,0.9%,17.6%
CC(=O)Oc1cccc(N2C(=O)c3ccc(C(=O)Nc4cccnc4)cc3C2=O)c1,4.6%,?,-4.3%,-1.0%,-0.4%,0.1%,3.7%,-0.1%,-0.6%,5.5%,6.3%
Cc1nc(C(C)N(C)Cc2nc(-c3ccc4c(c3)OCO4)no2)c(C)s1 (configuration not stated),4.8%,2.3%,14.2%,?,?,1.2%,77.3%,-1.1%,?,0.3%,17.8µM*
COc1ccccc1C(=O)N1CCC(N2CCN(c3ccccc3OC)CC2)CC1,-0.3%,-3.7%,1.0%,-2.1%,-6.9%,-27.2%,-7.9%,-3.3%,-6.3%,1.5%,1.3%
Cc1ccc(S(=O)(=O)N2CC(O)CC2C(=O)Nc2ccc3c(c2)CCC3)cc1 (configuration not stated),5.1%,-2.3%,-0.1%,-13.0%,21.3%,3.2%,-5.1%,-2.3%,-1.0%,3.3%,?
Cc1[nH]c2ccc(F)cc2c1CCN(Cc1cccnc1)C(=S)Nc1ccc(F)cc1,-4.5%,-4.9%,-5.8%,-2.9%,-13.6%,-2.2%,-44.9%,-7.6%,1.7%,-6.3%,0.6%
O=C(COc1ccccc1F)NCC(c1ccco1)N1CCCC1 (configuration not stated),4.4%,-1.4%,0.3%,-1.1%,2.4%,-4.7%,7.9%,-2.4%,0.7%,-5.0%,0.7%
COc1ccc(-c2cc3c(=O)n(CC(=O)N4CCCCC4)ncn3n2)cc1,19.5%,-0.9%,29.9%,?,-7.7%,?,25.0%,12.2%,18.2%,-3.1%,-3.8%

# Continued (two carried over from the part before).
SMILES,p53 reactivator,MBNL1-CUG inh,NPC1 promoter act,FLuc modulator,Gal4-VP16 FLuc,CXXC DNA block,BRCA1 expr act,ELG1 genotoxic,Rab9 promoter act,uPA surface inh,RORgamma inh
O=C(COc1ccccc1F)NCC(c1ccco1)N1CCCC1 (configuration not stated),4.4%,-1.4%,0.3%,-1.1%,2.4%,-4.7%,7.9%,-2.4%,0.7%,-5.0%,0.7%
COc1ccc(-c2cc3c(=O)n(CC(=O)N4CCCCC4)ncn3n2)cc1,19.5%,-0.9%,29.9%,?,-7.7%,?,25.0%,12.2%,18.2%,-3.1%,-3.8%
CCc1nc2c(cnn2-c2ccc(Cl)cc2)c(=O)n1-c1ccc(OC)cc1,15.8%,-2.0%,-2.4%,-4.6%,-0.5%,0.0%,-62.0%,-11.0%,0.0%,6.5%,?
Cc1ccc(/C=C2\C(=O)Nc3ccccc32)o1,8.0%,8.2%,6.9%,?,4.7%,-10.7%,-29.5%,0.0%,17.0%,-9.1%,22.1%
COc1ccccc1NC(=O)CSc1nnnn1-c1ccc(C)cc1,-7.1%,-8.7%,-0.8%,?,-6.9%,2.3%,-0.7%,-1.2%,-4.0%,1.3%,?
O=C(COC(=O)c1cccs1)Nc1ccccc1Cl,5.2%,0.1%,-2.5%,?,14.2%,13.1%,3.8%,-0.3%,-5.0%,1.4%,?
O=C(NCc1ccc2c(c1)OCO2)C1CCN(c2nccc(C(F)(F)F)n2)CC1,-2.2%,/,-5.0%,-1.2%,1.0%,-7.6%,1.3%,1.7%,-5.1%,9.9%,-15.1%
O=C(/C=C\c1cn(-c2ccccc2)nc1-c1ccccc1)Nc1nccs1,3.7%,/,10.9%,?,?,14.8%,-18.4%,9.5%,-0.7%,-0.2%,?
COc1ccc(Cl)cc1NC(=O)Cn1c(=O)n2nc(C)nc2c2ccccc21,-1.9%,-7.5%,8.2%,-1.8%,-9.1%,-19.9%,2.0%,-4.3%,20.5%,4.2%,?
O=C(Nc1cccc(Cl)c1)c1ccc(Cn2cc(Cl)cn2)cc1,?,?,14.0%,?,-5.9%,-0.1%,-4.1%,?,19.6%,1.0%,39.3%
N/C(Cc1ccc(Cl)cc1Cl)=N\OC(=O)c1ccccc1F,7.6%,-4.3%,-1.7%,?,6.7%,21.6%,?,?,0.0%,-0.5%,23.7%
CC1(C)CC(=O)N(c2ccc(Cl)c(Cl)c2)C(=O)C1,-6.7%,-0.6%,-1.1%,3.0%,14.8%,9.1%,-11.3%,-2.3%,-1.2%,9.5%,-5.2%
COc1ccc(-c2[nH]ncc2CN2CCC(OCc3ccccn3)CC2)c(F)c1,0.6%,2.4%,-0.5%,1.1%,4.8%,0.1%,-3.4%,-0.9%,0.2%,-7.3%,-8.4%
N#Cc1c(-c2ccc(F)cc2)cc(-c2cccnc2)nc1N,1.4%,/,-2.5%,-0.8%,-2.6%,4.7%,-7.1%,0.4%,-4.9%,-1.6%,18.1%
Cc1cc[n+]2cc(-c3cccc([N+](=O)[O-])c3)c(-c3cccc([N+](=O)[O-])c3)cc2c1,?,?,-3.8%,-2.0%,-5.2%,-7.0%,-2.0%,-0.8%,-2.7%,-0.3%,-5.9%
Cn1c(=O)c2c(nc(NCCO)n2CCCc2ccccc2)n(C)c1=O,-61.8%[inhibitor],-18.6%,-2.0%,0.3%,?,3.6%,-33.5%,-10.4%,-10.2%,5.3%,-8.2%
COC(=O)[C@@H]1C[C@@]2(O)[C@@H](O)[C@@H](O)[C@@H](O)C[C@H]2N1Cc1ccc(Cl)cc1,-1.5%,-6.4%,-6.8%,0.6%,-0.2%&-7.1%,5.9%,-1.0%,0.1%,-13.3%,5.0%,-9.9%&9.8%
CCN1CCCC1CNC(=O)C(=O)NCCc1ccc(OC)c(OC)c1 (configuration not stated),-2.9%,-9.3%,2.6%,1.4%,3.3%,-5.1%,-1.2%,-0.1%,2.7%,-2.6%,-10.6%
Cc1cc(C)cc(NC(=O)CCC(=O)N2CCSc3ccccc32)c1,/,-8.8%,-16.8%,1.7%&-9.9%,-2.1%,/,-52.7%,-7.3%,3.5%,-24.3%,-10.7%
CC(=O)c1ccc(NC(=O)C2(c3ccccc3)CCOCC2)cc1,17.8%,6.6%,3.16µM*,13.5µM*,-3.3%,-1.5%,56.9%,?,?,-2.2%,42.3%
Cc1cccc(Nc2nc(N3CCOCC3)nc(N3CCOCC3)n2)c1,?,-4.2%,-10.1%,-4.3%,-0.5%,15.2%,-52.0%,-6.0%,-6.7%,0.9%,30.0%
CC(C)C[C@H](N)c1nnc(S(=O)(=O)Cc2ccc(F)cc2)o1,-16.2%,-11.0%,-2.1%,-2.6%,14.1µM*,1.0%,-99.9%[inhibitor],-22.3%,-5.3%,-15.0%,0.0%
COc1ccc(NS(=O)(=O)c2cc(N)ccc2N2CCCCC2)cc1,-4.5%,/,-0.9%,-0.8%,/,/,-5.9%,-3.2%,1.7%,-26.6%,/
CC(C)OC(=O)COc1cc(O)c2c(=O)cc(-c3ccccc3)oc2c1,5.6%,-1.4%,-4.5%,-16.1%,3.7%,9.4%,-4.4%,1.5%,-2.1%,1.1%,22.9%
CC(=O)Nc1ccc(S(=O)(=O)NCCC(=O)N2CCC(Cc3ccccc3)CC2)cc1,-1.9%,/,-3.2%,-0.5%,/,/,-36.8%,-0.4%,-6.6%,-6.2%,/
